# KOR beta-arrestin-1: kappa opioid receptor activators – cell-based, luminescence, uHTS, primary screen (AID 1777). KOR beta-arrestin recruitment, luminescence; higher % means a stronger effect. activation, % at 10 µM; hits with a dose series show EC50 in µM. 0.02% of 280,000 active; in the data active = activation above about 50%, passing the limit was not always enough; note: a part of the inactive calls stands beside numbers as strong as those of hits
# NOD1 NF-kB reporter: inhibition of NOD1-driven NF-kB reporter – cell-based, luminescence, uHTS, primary screen (AID 1578). inhibition, % at 4 µM; hits with a dose series show EC50 in µM. NOD1-driven NF-kB luciferase reporter cells, luminescence; higher % means a stronger effect. 1% of 290,000 active; in the data active = inhibition mostly above about 36%, no sharp cut-off; inactive = mostly below about 34%;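 note: HEK-293T reporter cells stimulated with the NOD1 agonist gamma-tri-DAP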
# LYP inhibition: PTPN22 lymphoid phosphatase activity blockers – biochemical, fluorescence intensity, uHTS (AID 1779) | recombinant LYP phosphatase, fluorescence intensity; higher % means a stronger effect | inhibition, % at 11.5 µM, or IC50 in µM where a hit was titrated | 0.054% of 290,000 active;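 note: plate controls were vehicle with enzyme for no effect and no enzyme for full effect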
# Salmonella PhoP GFP: PhoP-dependent GFP reporter repression – Salmonella Typhimurium, primary screen (AID 1863); S. Typhimurium PhoP-regulated promoter GFP reporter, 4 h; higher % means a stronger effect; inhibition, % at 50 µM; hits with a dose series show IC50 in µM; 0.16% of 300,000 active;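 active = inhibition over 29.93%, a cutoff 3 SD above the screen mean, later confirmed by dose response; inconclusive = inhibition over 29.93% but no dose response follow-up; inactive = inhibition at most 29.93% or unconfirmed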;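 note: 0% = low Mg2+ inducing control and 100% = high Mg2+ repressing control; strong numbers were not always called active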
# HIV peptide binding: cell-free HIV fusion peptide-binding blockers – biochemical, uHTS, fluorescence dequenching, primary screen (AID 1986) | cell-free peptide binding, fluorescence dequenching, 30 min; higher % means a stronger effect | one-dose inhibition, % at 20 µM; IC50 in µM for titrated hits | 0.3% of 290,000 active; in the data active = inhibition mostly above about 52%, no sharp cut-off; inactive = mostly below about 76%; note: some results filed as inactive read as strong as hits
# KOR beta-arrestin-2: kappa opioid receptor blockers – cell-based, luminescence, uHTS (AID 1778); 0.091% of 290,000 active; inhibition, % at 10 µM; hits with a dose series show IC50 in µM; KOR beta-arrestin recruitment, luminescence, antagonist mode; higher % means a stronger effect; note: strong numbers were not always called active
# SIAH1 antagonists: blockers of Siah-1 interaction with plectin peptide – biochemical, fluorescence polarization, rhodamine-plectin, uHTS, primary screen (AID 1817). Siah-1 / rhodamine-plectin peptide fluorescence polarization; higher % means a stronger effect. displacement, % at 20 µM; hits with a dose series show IC50 in µM. 0.02% of 290,000 active;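 active = displacement of at least 50% at 20 µM, with a fluorescence ratio check between 0.3 and a set limit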;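 note: plate controls were Siah plus tracer with DMSO for no effect and tracer alone without Siah for full effect; strong numbers were not always called active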
# NOD2 inhibition: NOD2 signaling inhibitors, cell-based, luminescence, uHTS, HEK293 (AID 1566); HEK293 NOD2/NF-kB luciferase reporter, luminescence; higher % means a stronger effect; inhibition, % at 4 µM; hits with a dose series show EC50 in µM; 0.63% of 290,000 active; note: many of its hits are not listed in these tables
# Myeloid diff 2: compounds promoting myeloid differentiation; ER-HoxA9 myeloid progenitors, lysozyme-GFP differentiation, flow cytometry; 1% of 360,000 active; calls only at 10 µM;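 active = normalized GFP-positive differentiation at or above the plate's own cutoff, the solvent-only control mean plus 3 SD; inconclusive = no clear call, values can overlap the other calls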;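 note: cells exposed to compound for four days before flow analysis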
# Myeloid diff 2 GFP+ MAC1+ %: also measured in Myeloid diff 2; calls as there; GFP+ MAC1+ double positive, %; measured here: differentiation confirmed by MAC1 staining
# The depositor's hits bear a star; i = inactive; ? = inconclusive; · = no result given; [ ] = remark or other dose. Cut-off read from the data, not from the text of the source, unless noted: active = inhibition above about 50%; inactive = the rest. Only part of the results is shown; count on the stated rates, not on these rows.
SMILES,KOR beta-arrestin-1,NOD1 NF-kB reporter,LYP inhibition,Salmonella PhoP GFP,HIV peptide binding,KOR beta-arrestin-2,SIAH1 antagonists,NOD2 inhibition,Myeloid diff 2,Myeloid diff 2 GFP+ MAC1+ %
CCN1CCCC1CNC(=O)c1cc2c(=O)n(C)c3ccccc3c2n1C (stereo not given),0.3%,-23%,1%,-2%,1.1%,-6%,-5%,4%,i,0.5
COc1ccc(/C=C(\C#N)C(=O)OCC(=O)Nc2ccc(C(C)(C)C)cc2)cc1,-4.0%,-10%,-1%,17%,6.0%,26%,-2%,-1%,i,1.7
Cc1nc(CN(C)C(=O)CC2C(=O)NCCN2Cc2ccc(-c3ccccc3)cc2)cs1 (stereo not given),1.6%,-24%,-4%,-8%,2.0%,-3%,5%,-7%,i,1.5
CC(=O)Nc1ccc(NC(=O)C2CCCCC2C(=O)O)cc1 (stereo not given),7.5%,16%,-3%,13%,-1.8%,16%,0%,10%,i,0.8
COc1cc(O)c(C(CC(=O)N2CCOCC2)c2ccc(N(C)C)cc2)c(OC)c1 (stereo not given),5.1%,13%,-8%,-11%,1.2%,3%,-1%,-3%,i,1.1
CCOc1ccc2cc(C3CC(c4ccco4)=NN3S(C)(=O)=O)c(Cl)nc2c1 (stereo not given),-1.5%,7%,1%,-7%,-0.8%,24%,-2%,24%,i,0.6
Cc1ccc(NC(=S)N(C)C)cc1C,6.0%,-12%,-4%,-5%,-1.4%,2%,-3%,-14%,i,0.0
CCCN1C(=O)c2cc(C(=O)Nc3ccccc3C)ccc2C1Nc1ccccc1C (stereo not given),3.9%,-8%,0%,-4%,-0.7%,28%,-2%,11%,i,0.4
CCOC(=O)N1C(=O)C2(CCCCC2)N(c2ccccc2Cl)C1=S,8.7%,56%,-3%,-9%,3.1%,-25%,-6%,17%,i,1.2
CCOC(=O)C1CCN(CCC(=O)Nc2cccc(Cl)c2)CC1,-5.9%,-7%,-7%,0%,-0.9%,-38%,-1%,3%,i,0.8
O=C(CSc1ncc(-c2ccc(F)cc2)n1Cc1ccco1)Nc1ccc2c(c1)OCO2,-0.9%,-20%,3%,-11%,-2.7%,18%,1%,-30%,i,0.5
COC(C[C@@H](O)CC(=O)COCc1ccccc1)OC,0.2%,-8%,-9%,1%,1.7%,0%,6%,18%,i,1.4
COc1ccccc1CNC(=O)c1ccc(N(C)S(=O)(=O)c2ccc(C)cc2)cc1,3.2%,25%,1%,-2%,0.7%,-18%,-3%,15%,i,0.8
COC(=O)C(Cc1cnc[nH]1)NC(=O)C1CCC(=O)N1 (stereo not given),3.2%,-12%,0%,3%,-2.1%,-10%,-2%,-4%,i,1.2
CCOC(=O)CNC(=S)N(CCCN1CCCC1)Cc1cccs1,0.4%,-2%,-3%,2%,-1.4%,-6%,0%,5%,i,0.5
CCC(=O)Nc1ccc2nc(C3CC3)n(Cc3ccccc3)c(=O)c2c1,-6.9%,-68%,-4%,7%,2.8%,34%,5%,-37%,i,0.5
Cc1ccc(CSc2nnc(SCC(=O)N/N=C/c3ccccc3OCC(=O)O)s2)cc1,-1.7%,0%,0%,-2%,13%,-9%,-2%,-34%,i,0.1
CCOc1ccccc1Cn1c(=O)sc2ccccc21,-1.1%,23%,-6%,-4%,-0.6%,-28%[20 µM],2%,7%,i,1.6
O=C(O)CSc1nnc(-c2ccco2)o1,-5.6%,18%,-8%,6%,-1.1%,6%,-2%,16%,i,1.0
CC(Oc1ccccc1)C(=O)Nc1nnc(S(=O)(=O)N(C)c2ccccc2)s1 (stereo not given),-4.9%,-27%,-9%,1%,8.1%,-40%,5%,14%,i,0.7
CCCOC(=O)Nc1nc(-c2ccc(C)cc2)c(C)s1,-2.1%,-47%,-2%,8%,-0.4%,4%,2%,0%,i,0.3
CC1CN(S(=O)(=O)N2CCOCC2)CCN1S(=O)(=O)N1CCOCC1 (stereo not given),-5.6%,-31%,-14%,-4%,1.5%,27%,1%,10%,i,0.0
O=C(CCCc1c[nH]c2ccccc12)NCCc1c[nH]c2ccccc12,-4.5%,-12%,-7%,4%,-1.0%,-25%,-4%,-5%,i,0.5
C[C@@H](C(=O)N1CCNCC1)n1cc(CCC(=O)O)nn1,-1.3%,-21%,-2%,-12%,2.3%,-15%,2%,4%,i,2.0
COC(=O)C(CC(C)C)NC(=O)C(Cc1ccccc1)NC(=O)C1CCCN1C(=O)OC(C)(C)C (stereo not given),-1.5%,-42%,-5%,-3%,1.7%,23%,14%,3%,i,0.1
O=C(/C=C/c1cccc2ccccc12)c1ccncc1,-2.0%,51%,-1%,8%,-1.2%,6%,-2%,34%,i,0.6
COc1cc2c(cc1NCc1ccc3c(c1)OCO3)oc1ccccc12,-5.7%,-44%,1%,0%,-1.3%,10%,-2%,-16%,i,0.0
CCC(C)NC(=O)c1cc2c(=O)n3cccc(C)c3nc2s1 (stereo not given),-0.1%,-3%,-12%,-2%,1.3%,-7%,6%,28%,i,0.3
Cc1ccc2c(c1)N(CCC(=O)NCc1ccco1)C(=O)CO2,3.5%,27%,-8%,0%,-1.2%,16%,-2%,-29%,i,1.1
COC(=O)Cc1c(O)ccn(C2CC2)c1=O,-4.9%,-30%,-13%,4%,-0.1%,-2%[20 µM],2%,7%,i,0.0
COc1ccc(Br)cc1CN1CCN(C(=O)c2ccco2)CC1,-0.3%,-16%,-4%,1%,1.4%,-24%,4%,-3%,i,0.3
COCCNC(=O)CN1CCC(NC(=O)c2ccco2)CC1,·,-18%,-3%,-3%,-0.8%,7%[20 µM],9%,23%,i,0.3
CC1=C(C)/C(=N\OS(=O)(=O)c2ccc(C)cc2)C=CC1=O,8.5%,-13%,4%,-2%,4.4%,4%,-5%,6%,?,·
COc1ccc(CC/C(C)=N\NC(N)=O)cc1,-4.9%,-20%,-4%,-6%,1.6%,7%,7%,6%,i,0.7
CC(C)(C)S(=O)(=O)/C(C#N)=C/Nc1ccccn1,0.1%,-7%,0%,-5%,0.0%,13%,0%,3%,i,1.0
CCOc1ccc2[nH]c(C)c(CN(C)C)c(=O)c2c1,-0.9%,-4%,-1%,-9%,1.5%,-4%,-4%,-1%,i,2.6
COc1ccc(NCc2nnc(SCC(=O)Nc3ccc(OC)cc3)n2C)cc1,-1.0%,-30%,-1%,-5%,-0.2%,14%,10%,-2%,i,0.1
O=C(OCc1cc(=O)n2c(n1)sc1ccccc12)c1ccc(O)cc1,4.2%,-63%,1%,12%,-1.0%,-19%,49%,-60%,i,0.4
O=C(O)c1cccc(Nc2ncnc3sccc23)c1,2.4%,-6%,-7%,0%,1.9%,-27%,-3%,0%,i,0.3
CCCCc1ccc(NC(=O)CC(C)(C)C)cc1,2.1%,47%,-6%,-12%,-2.8%,-59%,-2%,-48%,i,0.1
COc1ccc(/C=C2\SC(=S)N(CCC(=O)N(CCO)c3ccccc3)C2=O)cc1OC,-3.3%,-1%,-6%,3%,-0.2%,-34%,3%,7%,i,0.0
O=C(CO/N=C/c1cccc([N+](=O)[O-])c1)NC1CCCCC1,-6.2%,-1%,-1%,-10%,-1.8%,16%,5%,21%,i,0.4
COc1ccc(CCC(=O)Nc2nc3ccccc3[nH]2)cc1,-7.2%,-64%,-4%,-7%,2.6%,19%,-5%,-43%,·,·
Cc1ccc(NC(=S)NCCc2c[nH]c3ccccc23)cc1,5.3%,-14%,3%,17%,-0.4%,14%,1%,-6%,i,1.1
Cc1nnc(SCC(=O)NCc2ccco2)[nH]c1=O,-3.1%,24%,4%,0%,14%,-45%,-7%,14%,i,0.2
CC(=O)Nc1ccc(NC(=O)C(C)Sc2nnc(-c3cccs3)o2)cc1 (stereo not given),3.7%,-14%,-3%,-2%,0.1%,10%,0%,-22%,i,0.3
Cc1noc(C)c1/C=N/Nc1ccc2ccccc2n1,-5.6%,-59%,-5%,-10%,0.4%,-22%,7%,-120%,i,0.7
CSc1ccccc1C(=O)N1CCN(c2ncccn2)CC1,-9.5%,-39%,-3%,2%,-0.1%,-12%,1%,-2%,i,0.0

# Rewritten as tab-separated lines: four of the compounds above.
compound	KOR beta-arrestin-1	NOD1 NF-kB reporter	LYP inhibition	Salmonella PhoP GFP	HIV peptide binding	KOR beta-arrestin-2	SIAH1 antagonists	NOD2 inhibition	Myeloid diff 2	Myeloid diff 2 GFP+ MAC1+ %
CCC(=O)Nc1ccc2nc(C3CC3)n(Cc3ccccc3)c(=O)c2c1	-6.9%	-68%	-4%	7%	2.8%	34%	5%	-37%	i	0.5
Cc1ccc(CSc2nnc(SCC(=O)N/N=C/c3ccccc3OCC(=O)O)s2)cc1	-1.7%	0%	0%	-2%	13%	-9%	-2%	-34%	i	0.1
CCOc1ccccc1Cn1c(=O)sc2ccccc21	-1.1%	23%	-6%	-4%	-0.6%	-28%[20 µM]	2%	7%	i	1.6
O=C(O)CSc1nnc(-c2ccco2)o1	-5.6%	18%	-8%	6%	-1.1%	6%	-2%	16%	i	1.0

# New compounds follow
SMILES,KOR beta-arrestin-1,NOD1 NF-kB reporter,LYP inhibition,Salmonella PhoP GFP,HIV peptide binding,KOR beta-arrestin-2,SIAH1 antagonists,NOD2 inhibition,Myeloid diff 2,Myeloid diff 2 GFP+ MAC1+ %
Cc1ccc(CNC(=O)c2ccccc2NS(C)(=O)=O)cc1,-2.9%,-26%,-4%,1%,-1.1%,2%,3%,-2%,i,0.8
CNC(=S)N1CCN(C(c2ccccc2)c2ccccc2)CC1,·,-10%,-6%,·,-0.6%,4%[20 µM],6%,6%,i,0.6
COc1cc(/C=N/NC(=O)c2cccc(S(=O)(=O)N3CCCCC3)c2)cc(Br)c1O,-9.4%,-21%,1%,0%,1.7%,-2%,-2%,13%,i,0.5
COc1cc(CN2CCN(c3ccccc3F)CC2)cc(OC)c1O,-1.5%,-16%,-8%,0%,3.2%,10%,5%,1%,i,12
CCOC(=O)c1ccc(NC(=O)c2cccc(S(=O)(=O)N3c4ccccc4CC3C)c2)s1 (stereo not given),3.6%,-25%,5%,-1%,-0.4%,-54%,0%,-38%,?,·
CCCCNCc1cc(OCC)c(OCC(N)=O)cc1Br,-8.0%,9%,-8%,-8%,-0.4%,-20%,-8%,16%,i,6.4
CC(=O)OC(COC1C[C@@H]2CC[C@@]1(C)C2(C)C)C[N+]1(C)CCCCC1 (stereo not given in full),3.7%,-16%,-4%,-5%,0.3%,-15%,6%,3%,i,0.4
CC(NC(=O)COc1ccccc1F)C1CC2CCC1C2 (stereo not given),-1.6%,-41%,0%,9%,-0.8%,0%,2%,-4%,i,0.2
COC(=O)c1cc(S(=O)(=O)NC2CCC(C)CC2)cn1C (stereo not given),-2.9%,-8%,-12%,-3%,1.4%,-44%,3%,10%,i,6.1
COc1ccc(O)c(C2(O)C(=O)c3ccccc3C2=O)c1,-0.8%,0%,-4%,-9%,-0.1%,27%,11%,29%,i,0.3
CC(=O)Nc1ccc(NC(=O)c2ccccc2N(C)S(=O)(=O)c2ccc(C)cc2)cc1,-5.6%,-17%,-3%,-5%,-1.7%,15%,2%,7%,i,0.2
S=C(NCCc1ccc(Cl)cc1)NC1CCCC1,-3.6%,-33%,0%,3%,1.5%,10%[20 µM],1%,-19%,i,0.1
